Assay outcomes from PubChem.
GPR151 ag: activates the human receptor GPR151; PathHunter beta-arrestin GPR151 cells, luminescence; activation, % at 11.2 µM; Q8TDV0; 650,000 compounds, 1% hits; in the data active = activation above about 4.9%;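 note: 0% = median of compound wells and 100% = cells with positive control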
Target sequence (Q8TDV0 whole entry, looked up): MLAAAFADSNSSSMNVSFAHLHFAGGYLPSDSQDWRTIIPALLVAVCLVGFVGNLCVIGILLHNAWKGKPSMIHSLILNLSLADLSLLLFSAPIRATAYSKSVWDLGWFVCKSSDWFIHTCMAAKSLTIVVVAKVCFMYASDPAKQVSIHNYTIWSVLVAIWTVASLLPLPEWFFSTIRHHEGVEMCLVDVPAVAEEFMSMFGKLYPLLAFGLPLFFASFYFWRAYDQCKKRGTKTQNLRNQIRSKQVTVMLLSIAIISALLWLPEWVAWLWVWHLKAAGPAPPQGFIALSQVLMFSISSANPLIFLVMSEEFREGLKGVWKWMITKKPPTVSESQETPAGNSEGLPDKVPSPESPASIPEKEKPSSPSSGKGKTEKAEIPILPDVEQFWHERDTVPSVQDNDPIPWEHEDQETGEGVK
MITF inh: inhibitors of human MITF | inhibition, % at 2.6 µM | AlphaScreen MITF homodimerization, bead proximity signal | O75030 | 650,000 compounds, 0.91% hits; in the data active = inhibition above about 50%;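 note: 0% = vehicle wells with protein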
Target sequence (O75030 whole entry, looked up): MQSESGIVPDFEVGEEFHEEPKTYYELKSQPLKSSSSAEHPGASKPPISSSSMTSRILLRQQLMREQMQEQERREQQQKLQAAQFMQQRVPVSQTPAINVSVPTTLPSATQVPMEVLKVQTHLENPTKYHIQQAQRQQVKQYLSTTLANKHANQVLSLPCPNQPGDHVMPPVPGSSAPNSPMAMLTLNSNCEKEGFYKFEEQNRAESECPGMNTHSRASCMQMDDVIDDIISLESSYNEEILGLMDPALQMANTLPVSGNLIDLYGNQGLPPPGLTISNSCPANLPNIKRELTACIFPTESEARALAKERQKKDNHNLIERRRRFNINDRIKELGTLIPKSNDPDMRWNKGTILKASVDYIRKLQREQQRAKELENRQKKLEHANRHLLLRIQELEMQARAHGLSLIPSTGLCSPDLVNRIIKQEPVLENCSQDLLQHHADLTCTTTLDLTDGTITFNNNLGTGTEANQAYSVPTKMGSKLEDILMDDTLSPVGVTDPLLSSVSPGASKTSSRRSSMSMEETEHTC
TEAD-YAP block: TEAD-YAP interaction inhibition; AID 1259422; HEK-TIYL cells, TEAD-Gal4/YAP UAS-luciferase luminescence; 640,000 compounds, 1.4% hits; inhibition, % at 9.12 µM; in the data active = inhibition above about 32%;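 note: 0% = median of test compound wells and 100% = reference inhibitor wells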
FBW7 activator: activators of human E3 ligase FBW7; normalized activity (activation), % at 26.1 µM; 650,000 compounds, 0.13% hits; AlphaScreen FBW7–phospho-cyclin E peptide binding, activator screen; AID 1259310; in the data active = normalized activity above about 1.9%;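 note: purified mutant Fbw7 with reduced substrate affinity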
* = called active by the depositor.

Start of the listing, in advance (18 entries):
structure	GPR151 ag	MITF inh	TEAD-YAP block	FBW7 activator
Cc1ccc2cc(S(=O)(=O)NCCCC(=O)O)ccc2c1	0.2	6.5	-9.5	-0.3
COC(=O)C1=C(C)NC2=C(C(=O)CC(c3ccccc3Cl)C2)C1c1ccc(OC)c(OC)c1 (stereo unspecified)	-0.1	-0.7	8.2	-0.1
O=C1C(=O)N(Cc2ccc3oc4ccc(CN5C(=O)C(=O)c6ccccc65)cc4c3c2)c2ccccc21	0.1	3.3	-3.2	-0.1
O=C(c1cc2c(s1)CCCCC2)N1CCN(c2ncccn2)CC1	0.0	14.2	-4.2	0.0
CCCN(CCC)S(=O)(=O)c1cccc2nsnc12	-0.4	16.5	-1.1	0.1
CN1CCN(S(=O)(=O)c2ccc(NS(=O)(=O)c3cccc4nonc34)cc2)CC1	1.0	7.8	-3.5	0.1
COc1ccc(N2CCN(Cc3cc(OC)c(O)c([N+](=O)[O-])c3)CC2)cc1	0.1	72.2*	-8.8	-0.2
CCOC(=O)N1CCN(C(=O)/C=C/c2ccc(C(C)(C)C)cc2)CC1	-2.1	9.5	8.0	0.5
CC(=O)Oc1ccc(/C=C2/N=C(c3cccc(Cl)c3Cl)OC2=O)cc1	0.4	0.7	-5.2	-0.1
CC1CCCC(NC(=O)C2CCN(S(=O)(=O)c3ccc4c(c3)CCC(=O)N4)CC2)C1C (stereo unspecified)	0.3	-8.5	-14.0	-0.1
O=[N+]([O-])c1cccnc1N1CCCCC1	-0.6	-9.1	6.8	-0.1
COc1ccc(/C=C2/C(=O)NC(=S)N(c3ccccc3)C2=O)cc1O	0.5	23.4	-9.2	-0.1
CCOc1ccc(-n2c(CSc3ncccn3)nnc2SCC(=O)OC)cc1	-2.4	12.7	-12.7	0.1
COc1cccc(C(=O)Nc2cc(-n3c(C)nc4ccccc4c3=O)ccc2Cl)c1	0.9	13.5	-1.2	0.1
COc1cc(CNc2ccc3ncc(-c4ccc5c(c4)OCO5)n3n2)cc(OC)c1OC	0.0	12.7	-7.2	1.1
COc1ccccc1-c1cc(-c2ccccc2)nc(SCc2ccncc2)c1C#N	1.2	10.9	8.6	0.0
CN1CCN(c2ccc(-c3nc(NCCOc4ccccc4)c4ncn(Cc5ccc(C(F)(F)F)cc5)c4n3)cc2)CC1	0.6	5.6	-2.6	-0.1
Nc1ccc(-c2nc3ccccc3o2)cc1Cl	-5.3	-0.1	-15.6	-0.1

Main list, repeating the preview:
structure	GPR151 ag	MITF inh	TEAD-YAP block	FBW7 activator
Cc1ccc2cc(S(=O)(=O)NCCCC(=O)O)ccc2c1	0.2	6.5	-9.5	-0.3
COC(=O)C1=C(C)NC2=C(C(=O)CC(c3ccccc3Cl)C2)C1c1ccc(OC)c(OC)c1 (stereo unspecified)	-0.1	-0.7	8.2	-0.1
O=C1C(=O)N(Cc2ccc3oc4ccc(CN5C(=O)C(=O)c6ccccc65)cc4c3c2)c2ccccc21	0.1	3.3	-3.2	-0.1
O=C(c1cc2c(s1)CCCCC2)N1CCN(c2ncccn2)CC1	0.0	14.2	-4.2	0.0
CCCN(CCC)S(=O)(=O)c1cccc2nsnc12	-0.4	16.5	-1.1	0.1
CN1CCN(S(=O)(=O)c2ccc(NS(=O)(=O)c3cccc4nonc34)cc2)CC1	1.0	7.8	-3.5	0.1
COc1ccc(N2CCN(Cc3cc(OC)c(O)c([N+](=O)[O-])c3)CC2)cc1	0.1	72.2*	-8.8	-0.2
CCOC(=O)N1CCN(C(=O)/C=C/c2ccc(C(C)(C)C)cc2)CC1	-2.1	9.5	8.0	0.5
CC(=O)Oc1ccc(/C=C2/N=C(c3cccc(Cl)c3Cl)OC2=O)cc1	0.4	0.7	-5.2	-0.1
CC1CCCC(NC(=O)C2CCN(S(=O)(=O)c3ccc4c(c3)CCC(=O)N4)CC2)C1C (stereo unspecified)	0.3	-8.5	-14.0	-0.1
O=[N+]([O-])c1cccnc1N1CCCCC1	-0.6	-9.1	6.8	-0.1
COc1ccc(/C=C2/C(=O)NC(=S)N(c3ccccc3)C2=O)cc1O	0.5	23.4	-9.2	-0.1
CCOc1ccc(-n2c(CSc3ncccn3)nnc2SCC(=O)OC)cc1	-2.4	12.7	-12.7	0.1
COc1cccc(C(=O)Nc2cc(-n3c(C)nc4ccccc4c3=O)ccc2Cl)c1	0.9	13.5	-1.2	0.1
COc1cc(CNc2ccc3ncc(-c4ccc5c(c4)OCO5)n3n2)cc(OC)c1OC	0.0	12.7	-7.2	1.1
COc1ccccc1-c1cc(-c2ccccc2)nc(SCc2ccncc2)c1C#N	1.2	10.9	8.6	0.0
CN1CCN(c2ccc(-c3nc(NCCOc4ccccc4)c4ncn(Cc5ccc(C(F)(F)F)cc5)c4n3)cc2)CC1	0.6	5.6	-2.6	-0.1
Nc1ccc(-c2nc3ccccc3o2)cc1Cl	-5.3	-0.1	-15.6	-0.1
COC(=O)c1cc(NC(=O)c2sc3ccccc3c2Cl)cc(C(=O)OC)c1	-1.9	17.5	0.9	0.5
N#C/C(=C\c1ccc(Cl)cc1)C(N)=S	-1.0	7.8	5.0	0.0
CO/N=C(\CSc1ccc(C)cc1)c1sc2ncnn2c1C	-0.8	-0.7	3.7	0.2
COc1ccc(-n2nc(C(=O)NCCC3=CCCCC3)c3ccccc3c2=O)cc1	-1.1	6.9	-3.7	0.1
CCOC(=O)CSC1=N/C(=C/c2cccs2)C(=O)N1c1cccc(OC)c1	-0.2	-9.1	8.8	0.2
COc1ccc(C(C[N+](=O)[O-])n2nc(C)cc2C)cc1 (stereo unspecified)	1.4	4.9	4.2	0.1
COc1ccc(C(=O)NCc2ccccc2Cl)cc1[N+](=O)[O-]	-1.0	2.7	3.6	0.0
COc1ccccc1[C@@H]1[C@@H](C(=O)c2ccccc2)N2c3ccc(Cl)cc3C=C[C@@H]2C1(C#N)C#N	1.1	9.7	-2.4	0.0
Cc1cc(C)cc(C(=O)Nc2ccccc2C#N)c1	-1.6	12.9	-7.2	0.1
CCCCN(C)C(=O)CC(NS(=O)(=O)c1ccc(OC)cc1)c1ccco1 (stereo unspecified)	-0.3	5.2	11.1	0.1
O=C(Cn1c(=O)c(C(F)(F)F)nc2ccccc21)N1CCN(C2CCCCC2)CC1	-1.4	-10.6	-13.3	0.0
COC(=O)c1nnn(CC(=O)Nc2ccc(C)c(Cl)c2)c1C(=O)OC	-0.5	-7.4	6.4	0.6
CCOC(=O)CCN(Cc1ccccc1F)S(=O)(=O)c1ccc(F)cc1	-0.7	-0.4	-2.3	0.6
CC(Nc1ncnc2ccccc12)c1ccccc1 (stereo unspecified)	0.6	2.1	56.0*	-0.3
CSc1cccc(NC2CCN(C)CC2)c1	0.8	32.3	-11.6	0.0
O=C(NCCCN1CCCC1=O)c1ccc2c(c1)sc1nc(-c3ccc(F)cc3)cn12	-0.3	-2.1	-44.7	0.3
O=C(NCCCl)NNC(=O)c1ccc(Cl)cc1	-0.8	-0.4	0.9	0.0
CCOC(=O)c1cccc(NC(=O)c2cccc3c2C(=O)N(CCOC)C3)c1	0.1	0.5	-4.6	0.1
C/C(=C1\SC(N2CCOCC2)=NC1=O)c1ccccc1	4.6	12.7	-12.2	-0.1
COc1ccc(NC(=O)CSc2nc(C)nc3sc(C)c(C)c23)cc1OC	0.3	3.0	-1.4	-0.1
CCN(CC)CCNc1nc2c(c(=O)n(C)c(=O)n2C)n1C	0.5	2.4	13.5	-0.1
COc1ccc(NC(=O)CN(c2ccccc2OC)S(C)(=O)=O)cc1Cl	-0.3	-5.0	-8.3	-0.2
COc1cc(CO)cc(Cl)c1OCc1ccc([N+](=O)[O-])cc1	-0.1	10.6	10.7	-0.1
O=C(COc1ccc(Br)cc1Cl)NCc1ccccc1	-2.0	12.9	-27.6	0.2
O=C(Cn1cnc2c(cnn2-c2cccc(Cl)c2)c1=O)N1CCCCC1	1.9	9.6	-3.8	-0.2
CC(C)n1c(Nc2ccccc2)nc2c(NCCc3ccc(O)cc3)ncnc21	6.1*	-0.7	29.8	0.0
O=C1CC(c2ccccc2[N+](=O)[O-])C2=C(COC2=O)N1 (stereo unspecified)	-2.0	11.0	0.4	0.4
CCN(CC)c1ccc(/C=C2\SC(=O)N(CC(=O)Nc3ccccc3F)C2=O)cc1	-1.4	-5.9	2.5	-0.1
COc1cccc(C2C=C(Nc3ccc(F)cc3)C(=O)N2c2ccc(F)cc2)c1 (stereo unspecified)	-1.4	-15.3	-2.0	-0.2
CCn1nccc1NC(=O)c1ccc(F)c(S(=O)(=O)N2CCOCC2)c1	1.8	3.4	-0.1	-0.1
CCc1ccc(C2CC(c3ccc(C)cc3)n3nc(N)nc3N2)cc1 (stereo unspecified)	0.2	1.7	-22.5	-0.1
CCOC(=O)C(=O)Nc1nc(-c2ccc(CCCl)cc2)c(C)s1	2.9	2.6	-7.0	0.1
CCOc1ccc(NC(=O)C2CCN(C(=O)Nc3ccccc3)CC2)cc1	0.5	0.8	-3.6	0.1
Cc1ccccc1CN1C(=O)CSc2ccc(C(=O)NCc3ccccc3)cc21	0.0	-1.2	11.3	-0.1
Cc1ccccc1N1CC(C(=O)NC(C)C)CC1=O (stereo unspecified)	-0.2	-12.5	-0.7	-0.1
CCc1ccc2[nH]c3nc(N/N=C/c4ccc(O)cc4O)nnc3c2c1	1.5	-34.5	22.4	0.5
Cc1cccc(-c2cnc(C)nc2C2CCCN(C(=O)C3CCN(C)CC3)C2)c1 (stereo unspecified)	-1.0	2.5	-0.9	-0.7
O=C(Nc1cccc([N+](=O)[O-])c1)c1cc(I)ccc1Cl	1.0	14.3	6.3	-0.1
CC(=O)N1c2ccccc2C2(O)N=C(Nc3ccccn3)SC12 (stereo unspecified)	0.8	2.2	-21.3	0.0
Fc1ccc2[nH]c3nc4ccccc4nc3c2c1	-2.1	8.6	-36.1	0.4
COc1c(C(=O)NC(C)c2ccccc2)ccc2ccccc12 (stereo unspecified)	-0.4	13.0	1.0	0.0
COc1ccc(C(=O)/C=C/Nc2ccc([N+](=O)[O-])cc2OC)cc1	2.1	6.8	-9.1	0.2

Next section.
Fields – GPR151 ag	MITF inh	TEAD-YAP block	FBW7 activator
CCOC(=O)c1ccc(NC(=O)CC2C(=O)N(c3ccc(F)cc3)C(=S)N2CCc2ccc(OC)cc2)cc1 (stereo unspecified)
  1.1	-7.1	1.3	0.1
CC1CCc2nc(NC(=O)c3ccc(C(=O)c4ccccc4)cc3)sc2C1 (stereo unspecified)
  -0.9	-2.9	4.2	-0.1
COCCNC(=O)C(NC(=O)c1ccc(F)cc1)C12CC3CC(CC(C3)C1)C2 (stereo unspecified)
  0.4	5.5	0.1	0.8
N#CC1=C(N)OC2=C(C(=O)CCC2)C1c1ccc(O)cc1 (stereo unspecified)
  0.9	-10.1	-9.7	0.0
C=CCNC(=O)C1CCN(C(=O)Nc2cccc(Cl)c2)CC1
  0.2	-4.6	-1.7	-0.2
Cn1c(N)c(C(=O)COC(=O)c2ccc(C(C)(C)C)cc2)c(=O)n(C)c1=O
  0.6	-103.7	4.6	0.0
COc1ccc(O)c(C2SCC(=O)N2Cc2ccccc2)c1 (stereo unspecified)
  0.4	11.5	1.9	0.0
Cn1c(O)c(C=NCCN2CCOCC2)c(=O)n(C)c1=O
  1.0	-11.4	2.2	-0.2
CC1CCN(C(=S)c2ccc(N(C)C)cc2)CC1
  0.3	0.0	-22.1	-0.5
CS(=O)(=O)N(CC(=O)Nc1ccccc1)c1cc(C(F)(F)F)ccc1Cl
  -1.8	0.9	-14.3	0.3
CCNc1cc(C(=O)NCCc2ccc(O)cc2)ccn1
  1.6	1.3	6.2	0.6
Cc1csc(SCC(=O)N(C2CCCCC2)C2CCS(=O)(=O)C2)n1 (stereo unspecified)
  -0.1	0.8	5.7	0.1
O=C(NCc1ccc(F)cc1)C(=O)NCC1CCCN1S(=O)(=O)c1ccccc1 (stereo unspecified)
  -1.5	12.3	-5.9	0.1
COc1ccc(-c2cc(C(=O)Nc3cc(Oc4ccc(NC(C)=O)cc4)cc([N+](=O)[O-])c3)c3ccccc3n2)cc1
  -1.7	7.8	-2.2	0.1
CNC(=O)COC(=O)c1ccc(N2CCCC2=O)cc1
  0.3	13.8	-8.7	0.4
O=C(O)CN(Cc1ccccc1)S(=O)(=O)c1ccccc1
  0.9	-22.2	-1.8	0.2
CCOC(=O)c1c(NC(=O)c2ccc([N+](=O)[O-])cc2Cl)sc(C)c1C
  0.1	-1.6	1.2	0.0
O=C(CSc1nnc(-c2ccncc2)n1Cc1ccccc1)Nc1nccs1
  -0.7	4.3	0.7	0.7
CCn1nc(C)cc1C(=O)Nc1ccc(F)cc1F
  -1.9	5.0	-3.6	0.2
CCN1C(=O)CC(C(=O)Nc2ccccc2)SC1=Nc1ccc(Cl)cc1 (stereo unspecified)
  0.7	-4.7	11.9	0.0
CC1CCCN(CN2C(=O)CCC2=O)C1 (stereo unspecified)
  0.5	12.9	6.8	0.2
COC(=O)c1cccc(NC(=O)CSc2nc(C)cc(-c3ccccc3)n2)c1
  -0.7	9.8	0.2	0.1

The order is random; overall some 3.4% were active at least once.
